Screening data (PubChem)
miR122 inh – inhibitors of miR-122 in Huh7 cells | activation (reporter increase), % at 12.5 µM | Huh7 miR-122 Renilla luciferase sensor, 48 h; neutral wells = 0, positive control = 100 | 0.3% of 340,000 active;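 active = mean replicate activation score at least 90 and every replicate individually at or above 90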;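 also: higher luciferase means less miR-122 activity so hits act as miR-122 inhibitors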
RAD54 inh – RAD54 (human) branch migration inhibition; 0.14% of 360,000 active; inhibition, % at 10.4 µM; AID 602329; RAD54 Holliday junction branch migration, FAM/BHQ fluorescence; Q92698;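 active = mean normalized replicate activity at least 40 and at least half of replicates scoring 40 or more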;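 also: 0% = median of neutral control wells and 100% = median of positive control wells; inhibitors cause a drop in the FAM fluorescence signal; in these data hits start at about 50%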
Cneo AK release – Cryptococcus neoformans lysis via adenylate kinase release | C. neoformans lysis, adenylate kinase release luminescence, 4 h; normalised: neutral wells 0, clomiphene wells 100 | lysis activity, % at 15 µM | 0.2% of 360,000 active;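 active = mean lysis activity across replicates of at least 80%, whatever share of replicates individually reach that level; inactive = mean lysis activity below 80%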
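Assay system: log-phase C. neoformans yeast / Quantity: yeast cell density of 5 × 10^6 cells/mL / Medium: fresh YPD growth medium / Compound: single dose / Timing: static 4 h at 37 °C with compound, 1 h detection / Measured by: adenylate kinase release luminescence / Read-out: lysis from increased AK signal / Benchmarks: Clomiphene as positive lysis control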
PGC1a acetyl inh – modulators of PGC1a acetylation; 0.17% of 350,000 active; AID 651687; U2OS PGC1a acetylation, AlphaScreen anti-acetyl-lysine; with virally co-expressed GCN5 acetyltransferase; inhibition, % at 15.6 µM;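 active = every replicate shows inhibition of at least 40%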;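 also: 0% = neutral control wells and 100% = positive control wells; some results beyond the cut were filed as inactive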
ERAP1 inh – inhibitors of human ERAP1 aminopeptidase; recombinant ERAP1, Leu-AMC fluorescence, 60 min; AID 652197; Q9NZ08; inhibition, % at 10.7 µM; 0.15% of 340,000 active;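 active = mean replicate inhibition of at least 30%, or all replicates individually reaching that 30% level; inactive = mean below 30% and not every replicate reaching it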;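 also: 0% = neutral control wells and 100% = L-leucinethiol positive control wells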
RAD52 anneal inh – RAD52 (human) annealing inhibition | AID 651710 | recombinant RAD52 DNA annealing, FRET fluorescence | 0.46% of 360,000 active | inhibition, % at 18.7 µM;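 active = every replicate showing at least 50% inhibition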
E-sel inducer – induces E-selectin expression in human endothelial cells; P16581; AID 686992; HUVEC E-selectin immunofluorescence imaging; normalized: neutral wells 0, TNF-alpha wells 100; 0.37% of 260,000 active; activation, % at 7.58 µM;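 active = mean E-selectin-positive cell signal at least 10% of the positive control, reached in at least 60% of replicates, without over 20% cell loss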;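 also: in these data hits start at about 27%; measured in HUVEC primary endothelial cells; signal is the percent of cells scored E-selectin positive by PE staining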
Target sequence (P16581 whole entry, looked up): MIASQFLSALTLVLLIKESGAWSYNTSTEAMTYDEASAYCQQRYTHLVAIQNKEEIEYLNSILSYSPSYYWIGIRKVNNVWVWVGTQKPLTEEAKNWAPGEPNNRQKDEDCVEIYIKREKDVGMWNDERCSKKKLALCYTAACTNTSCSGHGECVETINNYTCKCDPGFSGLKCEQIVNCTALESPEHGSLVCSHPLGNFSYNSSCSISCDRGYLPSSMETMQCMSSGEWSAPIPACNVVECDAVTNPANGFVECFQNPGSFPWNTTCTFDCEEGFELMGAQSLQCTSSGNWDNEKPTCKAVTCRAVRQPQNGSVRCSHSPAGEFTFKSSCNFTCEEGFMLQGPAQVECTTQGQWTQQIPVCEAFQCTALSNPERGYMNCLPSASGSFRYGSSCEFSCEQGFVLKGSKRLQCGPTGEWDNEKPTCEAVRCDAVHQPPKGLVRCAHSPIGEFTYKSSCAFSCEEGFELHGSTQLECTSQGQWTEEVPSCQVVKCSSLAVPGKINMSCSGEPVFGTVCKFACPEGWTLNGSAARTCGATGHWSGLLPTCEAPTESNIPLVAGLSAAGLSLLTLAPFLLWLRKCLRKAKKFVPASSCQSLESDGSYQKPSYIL
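Test system: HUVEC | Signal: Immunofluorescence imaging | Read-out: Percent E-selectin-positive cells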
PglD DTNB – inhibitors of Campylobacter jejuni PglD acetyltransferase | purified PglD enzyme, DTNB colorimetric CoA detection | 0.098% of 360,000 active | inhibition, % at 12.5 µM; in the data active = inhibition above about 16%, passing the limit was not always enough; also: strong numbers were not always called active
Numbers without * were called inactive; [ ] = dose if it differs, or a comment.

Results for CC(C)(C)Cc1c(-c2cccc(Cl)c2)nc2ccc(Br)cn12 ?
miR122 inh: -4; RAD54 inh: -10; Cneo AK release: 2; PGC1a acetyl inh: 8; ERAP1 inh: -5; RAD52 anneal inh: -17; E-sel inducer: 0.4; PglD DTNB: -3

How did O=C(Cc1ccc(Cl)cc1)NCC(=O)N1CCCCCC1 do in these assays?
miR122 inh: -6; RAD54 inh: 0; Cneo AK release: -1; PGC1a acetyl inh: 5; ERAP1 inh: -2; RAD52 anneal inh: -2; E-sel inducer: 1.7; PglD DTNB: 6

How did COc1ccc(-c2cn(-c3ccc(OC)cc3)c(=S)[nH]2)cc1 do in these assays?
miR122 inh: 4; RAD54 inh: -3; Cneo AK release: -4; PGC1a acetyl inh: -9; PglD DTNB: 4

How did CN(C)CC(=O)N[C@H]1CC[C@@H](CC(=O)NCCN2CCCCC2)O[C@H]1CO do in these assays?
RAD54 inh: -11; Cneo AK release: 0; PGC1a acetyl inh: -1; ERAP1 inh: -8; RAD52 anneal inh: 10; E-sel inducer: -0.1; PglD DTNB: 0

Results for Cc1ccc(S(=O)(=O)N(CC(=O)Nc2cccnc2)c2cccc(Br)c2)cc1 ?
miR122 inh: 13; RAD54 inh: -3; Cneo AK release: -3; PGC1a acetyl inh: -5; ERAP1 inh: 1; RAD52 anneal inh: -17; E-sel inducer: -0.2; PglD DTNB: -4

How did OCCN1CCN(c2ncnc3c2c(-c2ccccc2)cn3-c2ccc(Br)cc2)CC1 do in these assays?
miR122 inh: -4; RAD54 inh: -1; Cneo AK release: -4; PGC1a acetyl inh: -9; ERAP1 inh: 2; RAD52 anneal inh: 8; E-sel inducer: -0.1; PglD DTNB: 1

How did CS(=O)(=O)Nc1ccc(Oc2ncccn2)cc1 do in these assays?
miR122 inh: -3; RAD54 inh: -12; Cneo AK release: -4; ERAP1 inh: -3; RAD52 anneal inh: -1; PglD DTNB: 1

Results for Oc1ccc(/C=N/NC2=NCCCCC2)c(O)c1 ?
miR122 inh: 0; RAD54 inh: -17; Cneo AK release: 0; PGC1a acetyl inh: 0; PglD DTNB: -2

How did CCO[C@@H]1OC(C(=O)N2CCN(Cc3ccc4c(c3)OCO4)CC2)=C[C@H](c2ccc(C(F)(F)F)cc2)[C@H]1CCCO do in these assays?
miR122 inh: -7; RAD54 inh: 2; Cneo AK release: -1; PGC1a acetyl inh: -30; ERAP1 inh: -1; RAD52 anneal inh: -11; E-sel inducer: -0.1; PglD DTNB: 5

Results for COc1ccccc1-c1ccc2c(c1)C(C)(Cc1cc(Cl)ccc1C(F)(F)F)C(=O)N2 (stereo not given) ?
miR122 inh: -3; RAD54 inh: -3; Cneo AK release: 0; ERAP1 inh: 4; RAD52 anneal inh: 0; E-sel inducer: -3.5; PglD DTNB: 2

What do the screens show for `CN(C)/C=N/c1sccc1C(N)=O`?
miR122 inh: -7; RAD54 inh: -2; Cneo AK release: -1; PGC1a acetyl inh: 12; ERAP1 inh: 2; RAD52 anneal inh: -17; PglD DTNB: -1

What do the screens show for `C[C@H]1CN([C@@H](C)CO)C(=O)c2cccc(NC(=O)NC3CCCCC3)c2O[C@@H]1CN(C)S(C)(=O)=O`?
miR122 inh: 8[16.7 µM]; RAD54 inh: -5; Cneo AK release: -3; PGC1a acetyl inh: -1; ERAP1 inh: -3; RAD52 anneal inh: 12; PglD DTNB: -4

What do the screens show for `COc1cc(C2SCC(=O)N2CCc2ccc(OC)c(OC)c2)ccc1O` (stereo not given)?
miR122 inh: 6; PGC1a acetyl inh: 0; ERAP1 inh: -1; RAD52 anneal inh: -5; E-sel inducer: -1.7

Results for Cc1ccc(S(=O)(=O)N2Cc3ccccc3CC2C(=O)N(C)C)cc1 (stereo not given) ?
miR122 inh: -5; RAD54 inh: 3; Cneo AK release: -1; ERAP1 inh: -3; RAD52 anneal inh: -3; E-sel inducer: 1.4; PglD DTNB: 6

Results for CO[C@H]1CC[C@H]2CCN(C)C(=O)[C@H](C)[C@H](OC)CN(C)C(=O)c3cccc(C#N)c3OC[C@@H]1O2 ?
RAD54 inh: -8; Cneo AK release: -5; PGC1a acetyl inh: 0; ERAP1 inh: 1; RAD52 anneal inh: -14; E-sel inducer: 0.1; PglD DTNB: 2

Results for COCCN1CCc2c(C)nc3c(-c4ccc(OC)c(OC)c4)cnn3c21 ?
miR122 inh: -2; RAD54 inh: -6; Cneo AK release: 1; PGC1a acetyl inh: 8; PglD DTNB: 4

Results for CC(=O)c1ccc(OCc2cc(C(=O)N(C)CCN3CCOCC3)no2)cc1 ?
miR122 inh: 0; RAD54 inh: 9; Cneo AK release: 0; PGC1a acetyl inh: -9; ERAP1 inh: -3; RAD52 anneal inh: -12; PglD DTNB: -1

Results for CCOC(=O)CCC(=O)Nc1ccc(S(=O)(=O)N2CCCCC2)cc1 ?
miR122 inh: -10; RAD54 inh: -3; Cneo AK release: 1; PGC1a acetyl inh: -11; ERAP1 inh: -2; RAD52 anneal inh: -16; E-sel inducer: 3.8

What do the screens show for `CC(C)NC(=O)N(C)C[C@H]1Oc2ccc(NC(=O)c3ccncc3)cc2CC(=O)N([C@H](C)CO)C[C@H]1C`?
miR122 inh: -5[16.7 µM]; RAD54 inh: -6; Cneo AK release: 0; PGC1a acetyl inh: 2; ERAP1 inh: -1; RAD52 anneal inh: -1; E-sel inducer: 3.2; PglD DTNB: 11

What do the screens show for `COc1ccc(CN(C)C[C@@H]2OCCCC[C@@H](C)Oc3ccc(NC(=O)CCC(F)(F)F)cc3C(=O)N([C@H](C)CO)C[C@@H]2C)cc1`?
miR122 inh: 10[16.7 µM]; RAD54 inh: 7; Cneo AK release: 1; PGC1a acetyl inh: 13; ERAP1 inh: 2; RAD52 anneal inh: 3; E-sel inducer: 0.4; PglD DTNB: -3

What do the screens show for `CCc1cc(=O)oc2c(CNCc3c(F)cccc3Cl)c(O)ccc12`?
RAD54 inh: -8; Cneo AK release: 0; ERAP1 inh: -132; RAD52 anneal inh: -19; E-sel inducer: -0.1; PglD DTNB: -6

What do the screens show for `COc1ccc(NC(=O)CN(C)S(=O)(=O)c2cccc3nsnc23)cc1`?
miR122 inh: 10; RAD54 inh: 6; Cneo AK release: 0; ERAP1 inh: -5; RAD52 anneal inh: -17; E-sel inducer: 4.4; PglD DTNB: 1

Results for Cc1ccc(OCC(=O)NNC(=O)CCc2ccccc2)c(Br)c1 ?
miR122 inh: -2; RAD54 inh: -2; Cneo AK release: -3; ERAP1 inh: 0; RAD52 anneal inh: -2; PglD DTNB: 1

How did COCC(=O)N(C)C[C@H]1Oc2ncc(/C=C/c3ccccc3)cc2C(=O)N([C@@H](C)CO)C[C@H]1C do in these assays?
miR122 inh: 1[16.7 µM]; RAD54 inh: 4; Cneo AK release: -1; PGC1a acetyl inh: -6; ERAP1 inh: 2; RAD52 anneal inh: 3; E-sel inducer: 0.8; PglD DTNB: 3

Results for O=C(c1ccc2c(=O)n3c(nc2c1)CCC3)N1CCN(S(=O)(=O)c2ccccc2Br)CC1 ?
miR122 inh: -6; RAD54 inh: -14; Cneo AK release: -1; PGC1a acetyl inh: 6; ERAP1 inh: -1; RAD52 anneal inh: -13; PglD DTNB: -2

How did N#C[C@@H]1[C@@H](c2ccccc2)[C@@H](CO)N1C(=O)c1ccccc1F do in these assays?
RAD54 inh: 1; Cneo AK release: 52; PGC1a acetyl inh: 0; ERAP1 inh: 1; RAD52 anneal inh: 15; E-sel inducer: -0.1; PglD DTNB: -1

What do the screens show for `CCNC(=O)Nc1ccc2c(c1)C(=O)N(C)[C@@H]1CC[C@@H](CC(=O)NCC3CC3)O[C@H]1CO2`?
miR122 inh: 33[16.7 µM]; RAD54 inh: -5; Cneo AK release: -1; PGC1a acetyl inh: 3; E-sel inducer: 0.3; PglD DTNB: -52

Results for Cc1cc[n+](CC(=O)N2CCCc3ccccc32)cc1 ?
miR122 inh: 3; PGC1a acetyl inh: -4; ERAP1 inh: 0; RAD52 anneal inh: -19

How did CCCCN(C(=O)CCC(=O)Nc1cc(C)on1)C(C(=O)NC(C)(C)C)c1cccc(OC)c1OC (stereo not given) do in these assays?
miR122 inh: -9; RAD54 inh: -9; Cneo AK release: -2; PGC1a acetyl inh: -7; PglD DTNB: -1

Results for CS(=O)(=O)c1ccc(Cl)c(NC(=O)C2CC(=O)N(Cc3ccco3)C2)c1 (stereo not given) ?
miR122 inh: -3; RAD54 inh: -5; Cneo AK release: 1; ERAP1 inh: -8; RAD52 anneal inh: -11; PglD DTNB: 4

Results for C[C@H]1CN([C@@H](C)CO)C(=O)Cc2cc(NS(=O)(=O)c3ccc(Cl)cc3)ccc2O[C@H]1CN(C)C(=O)Nc1ccccc1 ?
miR122 inh: -5[16.7 µM]; RAD54 inh: -5; Cneo AK release: 1; PGC1a acetyl inh: -5; ERAP1 inh: 5; RAD52 anneal inh: 7; E-sel inducer: 1.1; PglD DTNB: 1

What do the screens show for `COc1ccccc1-c1ccc2n(c1=O)C[C@H]1[C@H](CO)[C@@H](C(=O)N3CCCCC3)[C@@H]2N1CC1CC1`?
miR122 inh: -1[16.7 µM]; RAD54 inh: -28; Cneo AK release: 2; ERAP1 inh: 0; RAD52 anneal inh: 3; E-sel inducer: 0.1; PglD DTNB: -3

What do the screens show for `CCOCCCNC(=O)C1c2ccccc2Oc2ccccc21`?
miR122 inh: 7; RAD54 inh: -4; Cneo AK release: -1; PGC1a acetyl inh: 10; ERAP1 inh: 1; RAD52 anneal inh: -13; PglD DTNB: 3

What do the screens show for `COC(=O)C1=C(C)Nc2nc3ccccc3n2C1c1cc(OC)c(OC)c(OC)c1` (stereo not given)?
miR122 inh: 0; RAD54 inh: -4; Cneo AK release: -3; PGC1a acetyl inh: -10; ERAP1 inh: 3; RAD52 anneal inh: -15; E-sel inducer: 0.0; PglD DTNB: 0

Results for Nc1c(/C=C2\C=Nc3ccccc32)c(=O)nc2sc(CC(=O)N3CCOCC3)nn12 ?
miR122 inh: 8; RAD54 inh: -3; Cneo AK release: 0; PGC1a acetyl inh: -17; ERAP1 inh: 3; RAD52 anneal inh: -63; PglD DTNB: -5
